High-throughput results: PubChem BioAssay, several laboratories
STK33 inh = inhibitors of purified STK33 kinase, primary screen, biochemical, ADP-Glo luminescence, homogeneous, cell-free; AID 2661, 2010; inhibition, % at 10 µM; 0.073% of 320,000 active; Serine/threonine-protein kinase 33 (Homo sapiens), Q9BYT3; MBP phosphorylation;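 active = inhibition at or above 25%, using the most active replicate where run in duplicate; inactive = inhibition below 25%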
Target sequence (Q9BYT3 whole entry, looked up): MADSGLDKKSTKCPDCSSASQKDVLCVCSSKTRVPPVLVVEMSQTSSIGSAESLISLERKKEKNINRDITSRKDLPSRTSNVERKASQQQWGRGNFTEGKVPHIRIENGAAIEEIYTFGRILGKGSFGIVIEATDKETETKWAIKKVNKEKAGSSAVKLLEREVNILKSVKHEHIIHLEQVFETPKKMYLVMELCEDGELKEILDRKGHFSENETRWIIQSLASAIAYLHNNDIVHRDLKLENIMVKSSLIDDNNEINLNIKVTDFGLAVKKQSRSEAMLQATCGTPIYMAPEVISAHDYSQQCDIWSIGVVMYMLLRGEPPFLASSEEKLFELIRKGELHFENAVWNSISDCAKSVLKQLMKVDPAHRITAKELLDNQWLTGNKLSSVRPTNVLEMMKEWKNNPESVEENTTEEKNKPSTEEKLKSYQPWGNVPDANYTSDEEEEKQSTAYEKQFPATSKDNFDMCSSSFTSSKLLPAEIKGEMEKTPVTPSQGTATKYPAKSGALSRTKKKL
Kir21 block = inhibitors of mouse Kir2.1 inward-rectifier potassium channel; Inward rectifier potassium channel 2 (Mus musculus), P35561; HEK293-Kir2.1, FluxOR thallium flux fluorescence; active compounds read low; B-score at 10 µM; 0.85% of 310,000 active;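 active = fluorescence ratio B-score at or below minus 3 SD of library scores, with starting-brightness B-score within 2 SD, cut at about -4.2 in these data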;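 also: channel flux triggered by added potassium and thallium sulfate stimulus; B-score of peak minus minimum fluorescence over baseline after thallium stimulus; more negative B-score means stronger Kir2.1 block with less thallium influx; some compounds called inactive have numbers as strong as hits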
Target sequence (P35561 whole entry, looked up): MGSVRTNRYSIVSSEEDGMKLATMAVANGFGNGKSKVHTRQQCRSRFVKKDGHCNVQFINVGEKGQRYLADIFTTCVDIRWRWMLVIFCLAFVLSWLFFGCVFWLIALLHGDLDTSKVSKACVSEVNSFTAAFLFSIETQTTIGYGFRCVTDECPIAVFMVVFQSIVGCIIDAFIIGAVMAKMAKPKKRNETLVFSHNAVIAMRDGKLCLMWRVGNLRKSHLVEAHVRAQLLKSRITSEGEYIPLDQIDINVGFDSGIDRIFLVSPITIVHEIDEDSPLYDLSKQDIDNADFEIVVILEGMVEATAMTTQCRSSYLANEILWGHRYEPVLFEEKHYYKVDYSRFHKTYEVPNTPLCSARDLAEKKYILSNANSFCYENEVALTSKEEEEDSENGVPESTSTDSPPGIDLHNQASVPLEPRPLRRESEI
KCNQ2 inh = KCNQ2 potassium channel inhibitors, primary screen, cell-based, CHO-K1, FluxOR thallium flux, B-score (AID 2156); B-score at 10 µM; Potassium voltage-gated channel subfamily KQT member 2 (Rattus norvegicus), O88943; 20 min; active compounds read low; 1.1% of 310,000 active;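 active = fluorescence ratio B-score at most minus 3 library SDs, with starting brightness B-score within 2 library SDs, cut at about -5.5 in these data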
* marks the source's active call; other numbers are inactive results; i = inactive; x = not tested or not shown.

SMILES | STK33 inh | Kir21 block | KCNQ2 inh
O=C(NC1CCS(=O)(=O)C1)c1ccccc1C(=O)c1ccccc1 (stereo not given) | 0.1 | 0.73 | i
COC(=O)CN(CCc1ccccc1)S(=O)(=O)c1ccc(OC)c(OC)c1 | -2.1 | -0.16 | i
O=C(COC(=O)C1CCN(S(=O)(=O)c2cccs2)CC1)c1ccc2c(c1)OCCO2 | 0.9 | -0.01 | i
Clc1cccc(Cl)c1Cn1cc(Br)cn1 | -0.5 | 2 | i
CCN(CC)S(=O)(=O)c1ccc(Cl)c(C(=O)Nc2cc(C)nn2-c2ccccc2C(F)(F)F)c1 | -0.2 | -0.18 | i
CC(Oc1ccccc1F)C(=O)NC1CCS(=O)(=O)C1 (stereo not given) | -0.6 | -0.5 | i
CCCC(=O)NNC(=O)c1c(O)c2ccccc2[nH]c1=O | -2.2 | -0.4 | i
O=C(NC1CC1)C1=C[C@@H](c2ccc(C(F)(F)F)cc2)C[C@@H](OCCCCO)O1 | 0.3 | 0.11 | i
COc1ccc(S(=O)(=O)N(CC(=O)NC2CC2)Cc2ccccc2)cc1 | -0.8 | -0.5 | i
S=c1[nH]nc(COc2ccccc2)n1/N=C/c1ccc(Br)s1 | 0.1 | 0.07 | i
COc1ccc(CCNc2nc(-c3cccnc3)cs2)cc1OC | -0.5 | -1.3 | i
CCN(CC)c1ccc(/C=N/Nc2nc(C)cc(C)n2)cc1 | -0.5 | 0.46 | i
Cc1ccc(OCCSc2cc(C)nc(N)n2)cc1 | -1.9 | -0.1 | i
COc1ccccc1NC(=O)NNC(=O)COc1ccc2ccccc2c1 | 2.2 | 0.06 | i
CC(C)NC(=O)COc1ccc(Cl)cc1Cl | 1.4 | -0.34 | i
CNC(=S)NNC(=O)c1ccc(=O)n(Cc2cccc(C(F)(F)F)c2)c1 | 4.2 | -0.01 | i
COC(=O)Nc1ccc(S(=O)(=O)N2CCN(C)CC2)cc1 | -1.8 | -0.04 | i
Clc1ccc(-c2ccn[nH]2)cc1 | -2.5 | -1.5 | i
CCCN1C(=O)/C(=C\C=C2/Sc3ccccc3N2CC)SC1=S | x | -1.6 | i
O=C(c1cc2cc(Cl)ccc2[nH]1)N1CCN(Cc2ccc3c(c2)OCO3)CC1 | -0.6 | -1.9 | i
O=C1c2ccccc2N2C(=O)c3ccccc3C2N1Cc1ccccc1 (stereo not given) | 0.6 | -1.4 | i
CCCSc1nc(N)c2c3c(sc2n1)CN(C)CC3 | 6.3 | -0.1 | i
O=C(COC(=O)C1(c2ccc(F)cc2)CCCC1)N1CCc2ccccc21 | 1.1 | -0.35 | i
Cc1cc(Br)ccc1OCCCCNC(C)(C)C | 0.7 | -1.6 | i
Cc1cccc2c(=O)c(C(=O)N3CCCCCC3)c[nH]c12 | -1.6 | 1.1 | i
Nc1c(C(=O)O)cnn1-c1ccccc1 | 1.1 | -0.45 | i
CN(C(=O)COC(=O)COc1ccccc1Cc1ccccc1)c1ccccc1 | -0.6 | -2.1 | i
O=C(c1cnn(-c2nc3ccccc3s2)c1)c1ccccc1O | 0.2 | 0.98 | i
CC(OC(=O)Cc1coc2cc3c(cc12)CCC3)C(=O)NC(N)=O (stereo not given) | -1.6 | -0.99 | i
Cc1cc(S(=O)(=O)N2CCCC(N3CCOCC3)C2)c(C)cc1Cl (stereo not given) | 0.9 | 1.1 | i
CC(C)=CCc1c(O)cc2oc3c(CC=C(C)C)c(O)c(O)c(CC=C(C)C)c3c(=O)c2c1O | 2.1 | 0.12 | -12*
CCOC(=O)C(C)S(=O)(=O)c1ccc(C(F)(F)F)cn1 (stereo not given) | -24 | 0.44 | i
N#Cc1ccccc1NC(=O)CN1CCOCC1 | -0.5 | 0.83 | i
CCOC(=O)c1c(-c2ccc(Cl)cc2)csc1NC(=O)CNCc1ccco1 | -1.2 | -0.48 | i
CC1=NN(C(N)=S)C(=O)C1N=Nc1cc(Cl)ccc1Cl (stereo not given) | -0.1 | 1.5 | i
NC(=O)NCC1CC1 | -1.3 | -0.09 | i
Cc1ccc(S(=O)(=O)N2CC(C)N(C(=O)N3CCOCC3)C2C)cc1 (stereo not given) | 0.9 | 1.4 | i
COc1ccc(CCNC(=O)c2c(O)c3ccccc3[nH]c2=O)cc1OC | 1.3 | 0.75 | i
O=C(Nc1ccccc1)c1cnc(-c2ccccc2)nc1-c1ccccc1 | -0.4 | 0.54 | i
COc1ccc(CCN2C(=O)CC(NNC(=O)c3ccc(F)cc3)C2=O)cc1OC (stereo not given) | -0.3 | -0.03 | i
O=C(NNC(=O)c1cc(-c2ccccc2)nc2ccccc12)c1csc(N2CCOCC2)n1 | -0.9 | -0.4 | i
COc1ccc(N(C(=O)C(C)C)S(=O)(=O)c2ccc3ccccc3c2)cc1 | -0.8 | 0.05 | i
CC(=O)N1N=C(c2cccc([N+](=O)[O-])c2)OC1c1ccc(Cl)cc1Cl (stereo not given) | 0.8 | 1.9 | i
O=C(Nc1nc(-c2cc(F)ccc2F)cs1)c1ccccn1 | 0.1 | -0.63 | i
CCc1cccc(NC(=O)C2CCN(S(=O)(=O)c3ccc4[nH]c(=O)ccc4c3)CC2)c1 | -1.5 | -2.3 | i
Cc1cc(NC(=O)COC(=O)c2ccc(S(=O)(=O)N3CCCC3)cc2)no1 | 0.5 | -0.15 | i
Cc1ccc(-c2ccc(CCC(=O)O)n2CC(=O)O)cc1 | 0.9 | 0.5 | i
CC1CCN(Cc2c(C(=O)N/N=C/c3cc(Cl)ccc3O)nnn2-c2nonc2N)CC1 | -1.1 | -0.9 | i
CCCS(=O)(=O)N1CCCC(C(=O)NCCCN2CCN(c3ccccc3F)CC2)C1 (stereo not given) | -1.8 | 0 | i
COc1ccccc1NC(=S)N1CCC(c2nc3cc(C)c(C)cc3[nH]2)CC1 | 0.1 | 1.1 | i

(list continues)
SMILES | STK33 inh | Kir21 block | KCNQ2 inh
COc1ccc(CNC(=O)c2cc3c(=O)n4ccccc4nc3n(CC3CCCO3)c2=N)cc1 (stereo not given) | 0.1 | 0.02 | i
COc1ccc(CCN(C(=O)c2ccco2)C(C(=O)NC2CCCC2)c2ccncc2)cc1OC (stereo not given) | -0.6 | 1.8 | i
Cc1cc(C(=O)c2ccccc2)c(NC(=O)CN2CCOCC2)s1 | -0.2 | 1.7 | i
COc1cc(NC(=S)NCc2ccco2)c(OC)cc1Cl | 0.3 | 0.68 | i
Brc1ccc(-c2ccc(CNCc3ccccn3)o2)cc1 | -2.3 | -1.8 | i
NC(=O)CSc1nnc(CSc2ncccn2)n1-c1ccccc1 | 0.2 | 1 | i
COc1cccc(NC(=O)Cc2nnc(SCC(=O)NC3CCCCC3)n2C)c1 | 7.8 | 1.3 | i
O=[N+]([O-])c1ccc(/C=N/NC(=S)Nc2ccccc2F)o1 | -0.3 | -0.07 | i
CC1CCC(NC(=O)CN(C)S(=O)(=O)c2cnc[nH]2)CC1 (stereo not given) | 0.2 | 0.41 | i
COc1ccc(C(=O)Nc2nc3ccc(OC)cc3s2)cc1 | -1.7 | 2.2 | i
N/C(=N\OCc1ccc([N+](=O)[O-])cc1)c1ccccn1 | 3.5 | -0.36 | i
O=C(Nc1ccc(F)c(Cl)c1)C1CC2CCC1C2 (stereo not given) | -0.2 | 1.4 | i
CC1CCC2C(=O)N(c3cc(Cl)ccc3OC(=O)c3ccco3)C(=O)C2C1 (stereo not given) | x | -1.4 | i
Cc1oc2cc(O)ccc2c(=O)c1-c1nncn1-c1ccccc1 | x | -1 | i
C=C1CC(C)OC(c2ccccc2OCC(O)CN2CCCCC2)C1 (stereo not given) | 0.3 | -1.7 | i
O=C(N/C(=C\c1ccc(F)cc1)C(=O)N1CCOCC1)c1ccccc1 | 1.0 | 0.68 | i
O=C(COc1ccc2c3c(c(=O)oc2c1)CCC3)N1CCN(c2ccccc2)CC1 | 0.8 | 0.23 | i
CCOC(=O)c1cc(C(C)=O)n2ccccc12 | 0.2 | -2.7 | i
Cn1c(=O)[nH]c(=O)c2c1[nH]c(=S)n2Cc1ccc(Cl)cc1 | -1.0 | 1.1 | i
CC(C)OP(=O)(OC(C)C)C(NC(=O)c1cccc([N+](=O)[O-])c1)C(N)=O (stereo not given) | -1.8 | -0.54 | i
OCCN(CCO)c1ncnc2c1oc1ccc(Br)cc12 | 0.1 | -0.08 | i
CCC(C)C(=O)Nc1nnc(SCC(=O)N2C(C)CCCC2C)s1 (stereo not given) | -2.6 | 0.51 | i
Cc1c(NC(=O)c2ccc3c(c2)OCO3)cccc1-c1nc2ncccc2o1 | -0.3 | -2.6 | i
COc1cc(-c2noc(C)c2-c2ccc3[nH]ccc3c2)cc(OC)c1OC | -2.2 | -2 | i
Cc1cccc(NC(=O)C2COc3ccccc3O2)n1 (stereo not given) | -0.5 | -1.1 | i
Cc1cc(=O)oc2cc(OC(C)C(=O)Nc3ccc(N4CCCCC4)cc3)ccc12 (stereo not given) | 0.4 | 0.5 | i
O=c1nc2n(Cc3ccccc3)c3ccccc3cc-2c(=O)[nH]1 | -1.1 | 0.9 | i
COc1ccc(-n2ncc3c(N4CCC(C)CC4)ncnc32)cc1 | -0.5 | 1.1 | i
O=C(CN(Cc1ccco1)C(=O)c1cc(=O)[nH]c2ccccc12)Nc1ccccc1C(F)(F)F | 0.5 | 0.03 | i
CCC(C)(C)NC(=O)CN(C(=O)C(=O)Nc1ccc2c(c1)OCCO2)N1CCOCC1 | -1.3 | 0.97 | i
Cc1ccc2c(c1)C(c1ccncc1)=NNC(c1cccnc1)=N2 | -0.7 | 1.4 | i
N#C/C(=C\C=C\c1ccccc1)C(=O)NCc1ccco1 | -1.5 | -1.1 | i
O=C(NCCc1ccccc1)C1CCCN1C(=O)Nc1cccc(Cl)c1 (stereo not given) | 0.6 | 0 | i
Cc1ccc(C(=O)c2cc([N+](=O)[O-])ccc2N2CCN(C)CC2)cc1 | 0.4 | -0.41 | i
Cc1[nH]cnc1CSCc1ccc(Cl)cc1 | -0.8 | -2.1 | i
COc1ccc(CNC(=O)c2n[nH]c3ccccc23)cc1OC | -0.8 | -1.4 | i
CON(c1nc(N(C)C)nc(N(C)C)n1)S(=O)(=O)c1ccccc1Cl | -2.7 | 0.79 | i
CCOC(=O)C(=O)Nc1nnc(SCc2ccc(F)cc2)s1 | 0.2 | 0.1 | i
Cc1cc(C)cc(OCC(=O)Nc2ccc(N3CCCC3)cc2)c1 | -0.4 | -1.3 | i
O=C(NCC1OCCc2ccccc21)C1COc2ccccc2O1 (stereo not given) | 0.5 | -4.1 | i

The closing 3 records of the part before come first, to join the parts:
SMILES | STK33 inh | Kir21 block | KCNQ2 inh
CCOC(=O)C(=O)Nc1nnc(SCc2ccc(F)cc2)s1 | 0.2 | 0.1 | i
Cc1cc(C)cc(OCC(=O)Nc2ccc(N3CCCC3)cc2)c1 | -0.4 | -1.3 | i
O=C(NCC1OCCc2ccccc21)C1COc2ccccc2O1 (stereo not given) | 0.5 | -4.1 | i
CSc1ncccc1C(=O)Nc1cccc(C)n1 | 0.3 | 2.3 | i
COCC(=O)N1CCC(Oc2ccc(C(=O)N(C)Cc3nccs3)cc2)CC1 | -1.0 | -0.89 | i
COCCN1C(=O)C(O)=C(C(C)=O)C1c1ccc(OC)c(OC)c1 (stereo not given) | 6.3 | 0.07 | i
O=C(CCC(=O)NC1CCCCC1)NCc1ccc(F)cc1 | -0.4 | -1.2 | i
CS(=O)(=O)N(CC(=O)NCCSCc1c(F)cccc1Cl)c1cccc([N+](=O)[O-])c1 | -1.7 | -0.81 | i
CN(Cc1cn(C)nc1-c1ccc(Oc2ccccc2)cc1)CC1COCCO1 (stereo not given) | -2.1 | 0.01 | i
Cc1ccc(C(C)C)c(OCc2nn(CC(=O)c3ccc(OC(F)F)cc3)c3[n+]2CCCCC3)c1 | 5.3 | -2.3 | i
CCn1c(SCC(=O)Nc2nc3ccccc3s2)nc2c(c1=O)SC(C)C2 (stereo not given) | -1.8 | 1.9 | i
COCCN(C)Cc1cn(-c2ccc(F)cc2F)nc1-c1ccccc1C | 0.7 | -1.3 | i
COc1ccccc1CNc1cncnc1 | -0.3 | 0.36 | i
Cc1nn(-c2ccc(F)cc2)c2sc(C(=O)OC3CCOC3=O)cc12 (stereo not given) | -1.6 | 0.07 | i
CCCc1cc(C(=O)NC(C)C2CCCO2)cs1 (stereo not given) | -1.4 | -1 | i
COC(=O)c1cc(C(=O)OC)cc(N2C(=O)CC(N3CCN(c4ccccc4)CC3)C2=O)c1 (stereo not given) | x | -0.17 | i
O=C(O)c1ccccc1C(=O)NCCc1c(C(=O)O)[nH]c2ccc(F)cc12 | -1.0 | 0.67 | i
C/C(=N/NC(=O)c1ccc(Br)o1)C(C)C | -0.3 | -0.42 | i
CSc1ncc(Cl)c(C(=O)Nc2ccccc2C)n1 | -0.3 | -0.68 | i
C=CCOc1ccccc1CNCCc1ccc(S(N)(=O)=O)cc1 | 0.2 | -0.84 | i
CC1=CC2=NC(=O)CC(C)(C(=O)N(CC(=O)NC3CCCC3)c3ccccc3F)N2C=C1 (stereo not given) | -0.9 | 2.3 | i
O=C(NCc1ccco1)C(c1ccccc1F)N(CC1CCCO1)C(=O)Cn1nnc2ccccc21 (stereo not given) | -1.5 | -0.24 | i
COC1CCN(C(=O)C2CCC(=O)N(CCc3cccc(F)c3)C2)CC1 (stereo not given) | -1.2 | 0.98 | i
CC(=O)c1ccc(N(C(=O)Cc2c[nH]c3ccccc23)C(C(=O)NC2CCCCC2)c2cccs2)cc1 (stereo not given) | -1.8 | -0.34 | i
Cc1ccccc1N(CC(=O)NC1CCCCC1)C(=O)CCC(=O)Nc1nccs1 | -1.3 | -2.3 | i
